Screening data from PubChem BioAssay.
STK33 inh: STK33 kinase inhibitors, primary screen, biochemical, luminescence, ADP-Glo, MBP substrate; Serine/threonine-protein kinase 33 (Homo sapiens), Q9BYT3; inhibition, % at 12.5 µM; 0.44% of 27,000 active; in the data active = inhibition above about 20%
Target sequence (Q9BYT3 whole entry, looked up): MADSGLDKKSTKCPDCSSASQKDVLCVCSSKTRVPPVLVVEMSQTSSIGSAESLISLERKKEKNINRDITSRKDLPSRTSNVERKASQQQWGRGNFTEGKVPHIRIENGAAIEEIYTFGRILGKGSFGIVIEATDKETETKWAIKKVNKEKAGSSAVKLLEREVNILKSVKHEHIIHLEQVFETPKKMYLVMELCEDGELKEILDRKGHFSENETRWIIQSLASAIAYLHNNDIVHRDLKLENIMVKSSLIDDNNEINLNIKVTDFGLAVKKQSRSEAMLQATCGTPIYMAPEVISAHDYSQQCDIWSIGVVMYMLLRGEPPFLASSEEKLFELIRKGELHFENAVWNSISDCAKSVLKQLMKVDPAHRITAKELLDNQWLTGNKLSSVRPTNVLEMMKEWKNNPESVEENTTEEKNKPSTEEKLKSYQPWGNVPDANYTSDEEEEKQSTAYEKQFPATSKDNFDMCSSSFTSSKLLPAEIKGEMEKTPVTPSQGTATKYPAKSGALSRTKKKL
mut p53 react: mutant p53 pathway re-activators, primary screen, cell-based, SW480, luciferase, single point, HTS; activation, % at 9.98 µM; SW480 PUMA-promoter luciferase, p53 mutant reactivation; AID 624151, 2012; 1.5% of 28,000 active; in the data active = activation above about 52%
An asterisk follows results filed as active; nt = no result given; & = joins results of further samples.

SMILES	STK33 inh	mut p53 react
CC(Oc1cccc(Br)c1)C(=O)NCc1ccco1 (configuration not stated)	0	-4
O=C(CSc1ccccc1)Nc1ccc(C(=O)Nc2ccc(Br)cc2C(=O)O)cc1	-3	0
C[C@@H]1CN([C@@H](C)CO)C(=O)c2cc(NC(=O)Nc3ccc(F)cc3)ccc2O[C@@H]1CN(C)S(=O)(=O)c1cccs1	1	7
O=C(C1CCCO1)N1CCN(C/C=C/c2ccccc2)CC1 (configuration not stated)	nt	-6
C=C(CC)C(=O)c1ccc(OCC(=O)O)c(Cl)c1Cl	3	nt
COc1ccc(NC(=O)N(C)C[C@@H]2Oc3ccc(NS(=O)(=O)c4cccs4)cc3CC(=O)N([C@@H](C)CO)C[C@@H]2C)cc1	-1	nt
C[C@H]1CN([C@@H](C)CO)C(=O)Cc2cc(NC(=O)CCC(F)(F)F)ccc2O[C@H]1CN(C)S(=O)(=O)c1cccs1	-2	nt
COc1ccc(-c2cnc3c(c2)C(=O)N([C@@H](C)CO)C[C@@H](C)[C@@H](CN(C)Cc2ccccn2)O3)cc1	nt	10
C[C@@H]1CN([C@H](C)CO)C(=O)CCCn2nncc2CO[C@H]1CN(C)C(=O)Nc1cccc(C(F)(F)F)c1	1	nt
C[C@@H]1CN([C@@H](C)CO)C(=O)Cc2cc(NS(=O)(=O)c3ccc(F)cc3)ccc2O[C@@H]1CN(C)Cc1ccc2c(c1)OCO2	-2	nt
C[C@@H]1CCCCO[C@H](CN(C)S(C)(=O)=O)[C@@H](C)CN([C@H](C)CO)C(=O)c2cc(NS(C)(=O)=O)ccc2O1	-1	nt
C[C@H]1CN([C@@H](C)CO)C(=O)c2cc(NS(C)(=O)=O)ccc2O[C@H]1CN(C)Cc1ccc(-c2ccccc2)cc1	-6	nt
Cc1c(C(=O)Sc2ccccc2)sc2nc(C(F)(F)F)nn12	nt	-4
C[C@H]1CCCCO[C@@H](CN(C)C(=O)Nc2ccc3c(c2)OCO3)[C@@H](C)CN([C@@H](C)CO)C(=O)c2cc(NS(C)(=O)=O)ccc2O1	nt	2
CCC(Oc1ccccc1)C(=O)Nc1cc2oc3ccccc3c2cc1OC (configuration not stated)	-2	48
COc1ccc(OC)c(NC(=O)C2=C(C)NC(=O)NC2c2cccc(OC)c2OC)c1 (configuration not stated)	1	4
C[C@H](CO)N1C[C@H](C)[C@H](CN(C)Cc2ccccc2C(=O)O)OCc2cn(nn2)CCCC1=O	-2	nt
Cc1ccc(C2(CCNCc3ccco3)CCOC(C(C)C)C2)cc1 (configuration not stated)	-4	-10
C[C@H]1CN([C@@H](C)CO)C(=O)c2cccc(NC(=O)Nc3ccc(F)cc3)c2O[C@H]1CN(C)Cc1ccc(C(=O)O)cc1	nt	-1
COc1ccccc1-n1nnnc1SCC(=O)Nc1ccc(Br)cc1	1	-16
C[C@H](CO)N1C[C@H](C)[C@H](CN(C)C(=O)c2cccnc2)Oc2cc(C#CC3(O)CCCC3)ccc2S1(=O)=O	nt	7
C[C@H]1CN([C@@H](C)CO)C(=O)c2cc(NC(=O)Nc3ccc(F)cc3)ccc2O[C@@H]1CN(C)Cc1ccncc1	nt	-1
C[C@@H]1CN([C@H](C)CO)C(=O)Cc2cc(NC(=O)c3ccncc3)ccc2O[C@H]1CN(C)Cc1ccc2c(c1)OCO2	-5	nt
COc1cccc(NC(=O)N(C)C[C@H]2Oc3cc(C#Cc4ccccc4)ccc3S(=O)(=O)N([C@H](C)CO)C[C@@H]2C)c1	nt	-27
N#Cc1c(-c2ccccc2)nc(SCC(=O)Nc2cccc(C(F)(F)F)c2)[nH]c1=O	-7	-3

Next part.
SMILES	STK33 inh	mut p53 react
COc1ccc(-c2nnc3c4ccccc4c(C)nn23)cc1S(=O)(=O)NC(C)c1ccccc1 (configuration not stated)	0	11
N[C@@H](CO)CSCc1ccccc1	1	nt
COC(=O)c1cc(OC)c(OC)cc1NC(=O)CN1CCCCC1	-4	18
CNC[C@H]1OCCCC[C@@H](C)Oc2ccc(NC(=O)NC(C)C)cc2C(=O)N([C@H](C)CO)C[C@H]1C	nt	7
Cc1noc(C)c1NC(=O)Nc1ccc2c(c1)C(=O)N([C@@H](C)CO)C[C@H](C)[C@H](CN(C)S(C)(=O)=O)O2	-1	nt
COC(=O)c1ccc(NC(=O)CSc2nnc(-c3cccc(N)c3)n2C)cc1	1	3
Cc1cc2nn(-c3cccc4ccccc34)nc2cc1NC(=O)COc1ccc([N+](=O)[O-])cc1	5	-23
COc1ccc(-c2nn(C)c(=O)c3ccccc23)cc1CNS(=O)(=O)c1ccc(Cl)cc1	6	2
C[C@@H]1CN([C@@H](C)CO)C(=O)c2cc(NS(=O)(=O)c3ccc(F)cc3)ccc2O[C@H]1CN(C)C(=O)Nc1ccc2c(c1)OCO2	0	nt
C[C@@H]1CN([C@@H](C)CO)C(=O)c2cc(C#CC(C)(C)O)cnc2O[C@@H]1CN(C)C(=O)C1CCCCC1	nt	9
C[C@@H]1CCCCO[C@H](CN(C)S(C)(=O)=O)[C@@H](C)CN([C@H](C)CO)C(=O)c2cc(NC(=O)Nc3cccc4ccccc34)ccc2O1	-1	nt
C[C@H]1CN([C@@H](C)CO)C(=O)c2cc(NS(=O)(=O)c3cn(C)cn3)ccc2O[C@H]1CN(C)CC1CCCCC1	-1	nt
C[C@@H]1CN([C@@H](C)CO)C(=O)CCCn2nncc2CO[C@H]1CN(C)S(=O)(=O)c1ccc(F)cc1	-3	nt
C[C@H]1CN([C@@H](C)CO)C(=O)c2cc(NC(=O)c3ccncc3)ccc2O[C@H]1CN(C)CC1CCCCC1	0	nt
C[C@@H]1CN([C@H](C)CO)C(=O)c2cc(NS(C)(=O)=O)ccc2O[C@@H](C)CCCCO[C@@H]1CN(C)Cc1ccc2c(c1)OCO2	nt	1
Cn1c(SCC(=O)Nc2cc(Cl)cc(Cl)c2)nnc1-c1ccc(Cl)cc1	5	1
COc1cc(OC)cc(C(C)(C)OC(=O)NN)c1	3	nt
C[C@H](CO)N1C[C@H](C)[C@@H](CN(C)Cc2ccc(C(F)(F)F)cc2)Oc2ccc(NS(=O)(=O)c3ccccc3)cc2C1=O	nt	19
COc1ccc(CN(C)C[C@H]2Oc3ccc(NC(=O)NC4CCCCC4)cc3CC(=O)N([C@@H](C)CO)C[C@@H]2C)cc1	1	nt
Cc1ccc(OCC(=O)Nc2cccc(-c3nnc(-c4ccccc4)o3)c2)cc1	6	119*
COc1cc(NC(=O)CSc2ncnc3sc4c(c23)CCCC4)cc(OC)c1	0	6
CC(/C=C/c1cccc(Oc2ccc(F)cc2)c1)N(O)C(N)=O (configuration not stated)	3	3&4
C[C@@H]1CN([C@H](C)CO)C(=O)c2ccccc2-c2ccccc2CO[C@@H]1CN(C)Cc1ccc(Oc2ccccc2)cc1	nt	-15
C[C@@H]1CN([C@@H](C)CO)C(=O)c2cc(-c3cncnc3)cnc2O[C@@H]1CN(C)Cc1ccc(F)cc1	nt	9
Cc1ccc(C(=O)CSc2nc(C)nc3sc(C)c(C)c23)cc1	0	24

Further structures follow.
SMILES	STK33 inh	mut p53 react
Cc1noc(C)c1NC(=O)N(C)C[C@@H]1Oc2ncc(Br)cc2C(=O)N([C@H](C)CO)C[C@@H]1C	0	3
CC1CC(=O)C2=C(CCC3(O)C2C(=O)c2cccc(O)c2C3O)C1 (configuration not stated)	-4	11
O=C(CN1CCN(S(=O)(=O)c2cccc([N+](=O)[O-])c2)CC1)Nc1ccc(F)cc1	1	-6
COc1cccc2oc3c(c(=O)c12)C(C(=O)O)=CC(CO)=CO3	4	-2
COc1ccc(C2C(C(N)=O)=C(C)Nc3nc(SCc4ccccc4Cl)nn32)c(OC)c1 (configuration not stated)	-5	2
O=C(CCN1C(=O)c2ccccc2C1=O)Nc1ccccc1C(=O)N1CCCC1	0	14
Cc1noc(C)c1NC(=O)Nc1ccc2c(c1)C(=O)N([C@H](C)CO)C[C@H](C)[C@@H](CN(C)C(=O)C1CCCCC1)OCCCC[C@H](C)O2	nt	4
COc1ccc(Cl)cc1NC(=O)CSc1nnc(-c2cccc(C)c2)n1C	-5	-18
C=CCNC(=O)[C@H]1[C@@H]2C(=O)O[C@@H](c3ccccc3)[C@@H](c3ccccc3)N2[C@@H](c2ccccc2OCCO)[C@]12C(=O)Nc1ccc(C#Cc3ccc(OC)cc3)cc12	14	nt
O=C(CSc1nnnn1-c1cccc(C(=O)O)c1)Nc1ccccc1F	-6	0
COc1ccc(S(=O)(=O)N(C)C[C@H]2OCCCC[C@@H](C)Oc3ccc(NC(=O)Nc4c(C)noc4C)cc3C(=O)N([C@H](C)CO)C[C@@H]2C)cc1	-2	nt
C[C@H](CO)N1C[C@H](C)[C@H](CN(C)C(=O)Nc2ccc(-c3cccs3)cc2)OCc2cn(nn2)CCCC1=O	1	10
COc1cc(-c2oc3cc(O)cc(O)c3c(=O)c2O[C@@H]2O[C@H](CO)[C@@H](O)[C@H](O)[C@H]2O)ccc1O[C@@H]1O[C@H](CO)[C@@H](O)[C@H](O)[C@H]1O	-7	20
COc1ccc([N+](=O)[O-])cc1NC(=O)CN(c1ccc(Cl)c(Cl)c1)S(C)(=O)=O	-2	6
CC(=O)N(C)C[C@H]1Oc2cc(-c3ccccc3C)ccc2S(=O)(=O)N([C@@H](C)CO)C[C@@H]1C	nt	2
CCC(=O)N(C)C[C@H]1Oc2cc(-c3ccc(F)cc3)ccc2S(=O)(=O)N([C@H](C)CO)C[C@H]1C	nt	3
COc1cc(O)c2c(=O)c(O[C@@H]3O[C@H](CO[C@@H]4O[C@@H](C)[C@H](O)[C@@H](O)[C@H]4O)[C@@H](O)[C@H](O)[C@H]3O)c(-c3ccc(O)c(O)c3)oc2c1	7	8
COc1ccc(S(=O)(=O)N(C)C[C@H]2Oc3ccc(NS(=O)(=O)c4cccs4)cc3C(=O)N([C@H](C)CO)C[C@@H]2C)cc1	nt	0
CN1CCN(CCCN2c3ccccc3Sc3ccc(C(F)(F)F)cc32)CC1	2&5	-14
C[C@@H]1CCCCO[C@H](CN(C)C(=O)Nc2cccc3ccccc23)[C@@H](C)CN([C@H](C)CO)C(=O)c2cc(NC(=O)Nc3cccc4ccccc34)ccc2O1	6	nt
COc1ccc(CN(C)C[C@H]2Oc3ccc(NS(=O)(=O)c4ccc(OC)cc4)cc3CC(=O)N([C@@H](C)CO)C[C@H]2C)cc1	nt	-8
C[C@@H]1CN([C@@H](C)CO)S(=O)(=O)c2ccc(C#CCN(C)C)cc2O[C@@H]1CN(C)Cc1ccccc1	nt	1
CC(=O)N[C@@H](CSC/C=C(\C)CCC=C(C)C)C(=O)O	0	-6
Cc1noc(C)c1NC(=O)Nc1ccc2c(c1)C(=O)N([C@@H](C)CO)C[C@@H](C)[C@H](CN(C)S(=O)(=O)c1ccc(Cl)cc1)O2	1	nt
COc1cc(C(C)CC(C)(O)CC(=O)O)oc(=O)c1C (configuration not stated)	1	2

Some of the entries so far, with values under each structure:
Second line of a record: STK33 inh | mut p53 react
Cc1noc(C)c1NC(=O)N(C)C[C@@H]1Oc2ncc(Br)cc2C(=O)N([C@H](C)CO)C[C@@H]1C
 : 0 | 3
CC1CC(=O)C2=C(CCC3(O)C2C(=O)c2cccc(O)c2C3O)C1 (configuration not stated)
 : -4 | 11
O=C(CN1CCN(S(=O)(=O)c2cccc([N+](=O)[O-])c2)CC1)Nc1ccc(F)cc1
 : 1 | -6
COc1cccc2oc3c(c(=O)c12)C(C(=O)O)=CC(CO)=CO3
 : 4 | -2
COc1ccc(C2C(C(N)=O)=C(C)Nc3nc(SCc4ccccc4Cl)nn32)c(OC)c1 (configuration not stated)
 : -5 | 2
O=C(CCN1C(=O)c2ccccc2C1=O)Nc1ccccc1C(=O)N1CCCC1
 : 0 | 14
Cc1noc(C)c1NC(=O)Nc1ccc2c(c1)C(=O)N([C@H](C)CO)C[C@H](C)[C@@H](CN(C)C(=O)C1CCCCC1)OCCCC[C@H](C)O2
 : nt | 4
COc1ccc(Cl)cc1NC(=O)CSc1nnc(-c2cccc(C)c2)n1C
 : -5 | -18
C=CCNC(=O)[C@H]1[C@@H]2C(=O)O[C@@H](c3ccccc3)[C@@H](c3ccccc3)N2[C@@H](c2ccccc2OCCO)[C@]12C(=O)Nc1ccc(C#Cc3ccc(OC)cc3)cc12
 : 14 | nt
O=C(CSc1nnnn1-c1cccc(C(=O)O)c1)Nc1ccccc1F
 : -6 | 0
COc1ccc(S(=O)(=O)N(C)C[C@H]2OCCCC[C@@H](C)Oc3ccc(NC(=O)Nc4c(C)noc4C)cc3C(=O)N([C@H](C)CO)C[C@@H]2C)cc1
 : -2 | nt

Further entries
SMILES	STK33 inh	mut p53 react
C[C@@H]1CCCCO[C@@H](CN(C)C(=O)CCC(F)(F)F)[C@@H](C)CN([C@H](C)CO)C(=O)c2cc(NS(=O)(=O)c3ccccc3)ccc2O1	0	3
C[C@@H]1CN([C@H](C)CO)S(=O)(=O)c2ccc(Br)cc2O[C@H]1CN(C)S(=O)(=O)c1ccccc1	nt	-1
C[C@H](CO)N1C[C@H](C)[C@@H](CN(C)Cc2ccc(C(F)(F)F)cc2)Oc2c(NC(=O)C3CCOCC3)cccc2C1=O	nt	8
C[C@H](CO)N1C[C@H](C)[C@H](CN(C)Cc2ccc(C(=O)O)cc2)Oc2ccc(NC(=O)Cn3cnnn3)cc2C1=O	3	nt
C[C@@H]1CN([C@H](C)CO)C(=O)CCCn2nncc2CO[C@@H]1CN(C)C	2	9
COC(=O)/C=C1\NC2CCCCC2NC1=O (configuration not stated)	nt	14
CNC[C@@H]1Oc2ccc(N(C)C)cc2CC(=O)N([C@@H](C)CO)C[C@H]1C	nt	10
COc1ccc(CCNC(=O)c2ccnc(C(C)(C)C)c2)cc1OC	-1	6
COc1ccc(NC(=O)N(C)C[C@@H]2Oc3ccc(NC(=O)Cc4cn(C)c5ccccc45)cc3C(=O)N([C@H](C)CO)C[C@H]2C)cc1	-1	nt
CCCCC(=O)O[C@H]1CCC2C3CCc4cc(O)ccc4C3CC[C@@]21C (some centres not stated)	0	nt
CN(C)C(=O)C[C@H]1C[C@H]2c3cc(NC(=O)Nc4ccccc4)ccc3O[C@H]2[C@H](CO)O1	nt	3

A portion of the library; rates above refer to the full screens.
